HTR5A inv ctr: HTR5A inverse agonism, opioid heterodimer counter-screen; HTR5A cell line, luminescence; inhibition, % at 9.3 µM; 340,000 tested, 0.083% active; AID 504634; in the data active means inhibition mostly above about 23%, no sharp cut-off; inactive means mostly below about 18%;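 further: 0% = cells with DMSO and 100% = no-cell wells with DMSO; some compounds called inactive have numbers as strong as hits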
DSG3 Ab inh: human desmoglein-3 autoantibody binding inhibition; P32926; DSG3-coupled beads, scFv-anti-DSG3-GFP binding, flow cytometry; active compounds read low; binding (percent of control), % at 10 µM; 310,000 tested, 0.48% active; AID 588358;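 active means binding more than 3 SD below its plate's average and above zero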;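 further: hits lower antibody fragment binding to DSG3; some compounds called inactive have numbers as strong as hits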
Target sequence (P32926 whole entry, looked up, the tested form may be a part): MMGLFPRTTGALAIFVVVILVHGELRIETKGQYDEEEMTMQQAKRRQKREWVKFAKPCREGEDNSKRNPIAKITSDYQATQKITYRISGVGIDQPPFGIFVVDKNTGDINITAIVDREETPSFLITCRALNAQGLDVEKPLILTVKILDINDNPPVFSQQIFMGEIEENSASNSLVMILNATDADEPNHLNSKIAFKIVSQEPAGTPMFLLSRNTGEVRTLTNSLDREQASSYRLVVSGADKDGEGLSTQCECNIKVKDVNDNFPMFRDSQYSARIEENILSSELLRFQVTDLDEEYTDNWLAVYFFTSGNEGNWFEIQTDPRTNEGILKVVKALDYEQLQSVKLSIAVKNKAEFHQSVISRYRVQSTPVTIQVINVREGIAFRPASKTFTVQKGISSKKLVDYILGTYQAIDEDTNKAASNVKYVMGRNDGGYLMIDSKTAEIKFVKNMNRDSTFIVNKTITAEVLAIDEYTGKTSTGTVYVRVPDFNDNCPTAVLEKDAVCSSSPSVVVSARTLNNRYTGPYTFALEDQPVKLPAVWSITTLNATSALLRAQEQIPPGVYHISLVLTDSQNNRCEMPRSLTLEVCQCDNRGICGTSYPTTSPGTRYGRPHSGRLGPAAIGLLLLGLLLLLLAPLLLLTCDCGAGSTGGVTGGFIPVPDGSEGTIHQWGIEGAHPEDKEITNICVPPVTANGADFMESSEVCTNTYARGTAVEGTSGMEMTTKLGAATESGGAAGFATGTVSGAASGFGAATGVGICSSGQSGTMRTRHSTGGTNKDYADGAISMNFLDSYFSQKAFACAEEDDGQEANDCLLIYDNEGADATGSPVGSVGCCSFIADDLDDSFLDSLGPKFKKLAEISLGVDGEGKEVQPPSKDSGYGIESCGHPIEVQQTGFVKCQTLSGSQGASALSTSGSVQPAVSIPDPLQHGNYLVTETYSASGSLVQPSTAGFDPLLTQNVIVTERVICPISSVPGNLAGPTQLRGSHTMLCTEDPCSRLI
Ecoli viability: bacterial growth inhibition, counter-screen for AddAB inhibitors; 330,000 tested, 0.27% active; E. coli V3065 growth, OD600 absorbance, 18 h; inhibition, % at 11.9 µM;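 active means inhibition above the campaign's mean inhibition across all tested compounds plus 3 SD, cut at about 9.9% in these data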;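 further: uninfected addAB+ strain grown without phage in ampicillin broth; 0% = DMSO wells and 100% = ciprofloxacin 0.95 µg/ml wells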
OPRM1-OPRD1 ag: agonists of human mu-delta opioid receptor heterodimerization; 340,000 tested, 0.3% active; P35372+P41143; cells, OPRM1-OPRD1 heterodimerization, luminescence; activation, % at 9.3 µM; in the data active means activation above about 18%;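 further: 0% = vehicle-treated cells and 100% = reference agonist; values of inactives mirror those of a sister screen read the other way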
PfHsp90 set2: inhibits growth of yeast expressing Plasmodium falciparum Hsp90; S. cerevisiae expressing PfHsp90, BacTiter-Glo ATP, 48 h; yeast lacking PDR1 and PDR3 efflux regulators; inhibition, % at 9.4 µM; 310,000 tested, 0.32% active;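 active means every replicate shows inhibition above about 80%, whatever the replicate mean, limit read from the data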;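 further: 0% = DMSO neutral controls and 100% = 20 µM radicicol positive controls; yeast relying on Plasmodium falciparum Hsp90 in place of its own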
HTR5A ag: activates human HTR5A in OPRM1-OPRD1 agonist counter-screen; HTR5A agonist assay, luminescence, cell-based; activation, % at 9.3 µM; P47898; 340,000 tested, 0.61% active; in the data active means activation mostly above about 9.5%, no sharp cut-off; inactive means mostly below about 7.6%;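 further: 0% = cells with vehicle only and 100% = reference agonist; strong numbers were not always called active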
Mot1-301 SUMO: blocks SUMOylation pathway, rescuing yeast Mot1-301 growth; 320,000 tested, 1% active; S. cerevisiae Mot1-301 growth rescue, ATP luminescence, 38.5C; percent above DMSO median, 100 means doubled; growth rescue, % at 18.8 µM;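 active means every valid replicate shows activation above 250% relative to neutral control wells; inactive means the rest, any valid replicate at or below 250%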;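 further: OY570 slx delta 5 strain wells were the positive control but not used for scaling; some compounds called inactive have numbers as strong as hits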
phage Ecoli inh: E. coli growth loss with phage present; growth absorbance; inhibition, % at 11.9 µM; 360,000 tested, 0.26% active; in the data active means inhibition above about 11%
PKA-R1A act: PKA-R1A complex activation; P00514+P68181; PKA-R1A dissociation, Cy5-IP20 fluorescence polarization; scaled: DMSO 0%, 113 µM cGMP 100%; activation, % at 11.4 µM; 340,000 tested, 0.083% active; AID 504707;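 active means percent activation above the mean of all tested compounds plus 3 SD, cut at about 19% in these data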;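 further: higher means more PKAc released from R1A so a rise in polarization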
OPRM1-OPRD1 inv: mu-delta opioid heterodimer inverse agonism; 340,000 tested, 0.21% active; inhibition, % at 9.3 µM; cell-based MOR-DOR heterodimer luminescence; in the data active means inhibition above about 22%, passing the limit was not always enough;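 further: 0% = cells with DMSO and 100% = wells without cells with DMSO; values of inactives mirror those of a sister screen read the other way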
AddAB inh: less growth of phage-infected E. coli with AddAB | E. coli expressing H. pylori AddAB, absorbance growth | inhibition, % at 11.9 µM | 330,000 tested, 0.29% active | AID 435030; in the data active means inhibition above about 12%;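 further: 0% = vehicle wells of infected cells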
Active calls of the source: *; . = no result given; & = joins results of further samples.

SMILES	HTR5A inv ctr	DSG3 Ab inh	Ecoli viability	OPRM1-OPRD1 ag	PfHsp90 set2	HTR5A ag	Mot1-301 SUMO	phage Ecoli inh	PKA-R1A act	OPRM1-OPRD1 inv	AddAB inh
COc1ccc(C(=O)Nc2cc3c4c(c2)C(C)C(=O)N4CCC3)cc1 (centres undefined)	-8	99	0.8	-0.3	.	3	2	1.4	14	2	0.2
Cn1cc(CC(=O)NC2CCCCC2)c2ccccc21	10	87	1.1	-2.0	19	4	-3	3.1	-5	12	1.7
CC(NC(=O)COC(=O)c1ccc2ccccc2n1)C1CC2CCC1C2 (centres undefined)	-27	110	0.6	-2.0	18	5	12	1.0	-8	11	3.5
O=C(O)c1nn(-c2cccc(Cl)c2)c(=O)cc1O	4	96	2.1	0.3	-2	-1	19	1.2	3	-2	3.1
O=C(NCCc1nnc2ccc(NCc3ccc(F)cc3)nn12)c1ccccc1	-13	100	-1.9	-2.2	-15	4	-26	-0.1	-2	12	-0.3
CC[n+]1c(/C=C/N(C)c2ccccc2)oc2ccc(Cl)cc21	-17	167	-1.5	1.1	1	-1	29	2.5	-2	-6	1.8
Cc1cc(=O)oc2cc(NS(=O)(=O)c3ccc(F)cc3)ccc12	-12	97	-0.7	0.7	5	0	-12	0.8	-14	-4	3.5
Nc1nonc1C(=O)OCC(=O)N1CCOCC1	-8	101	5.1	-3.9	.	3	-5	2.3	-7	19	-0.2
CCCn1c(=N)n(CC(=O)OCC)c2ccccc21	-8	104	1.4	0.8	-3	-3	7	1.1	-11	-4	3.4
COc1ccc(C2CC(c3cccs3)=NN2c2ccccc2)cc1 (centres undefined)	-20	109	-1.7	0.9	.	0	-2	0.2	-1	-4	-0.3
COc1ccc(CNC(=O)Nc2ccc3c(c2)N(C)C(=O)CS3)cc1	-4	104	0.9	-0.5	1	2	-4	2.0	-3	4	3.2
COC(=O)c1sccc1NC(=O)C1CC=CCC1C(=O)O (centres undefined)	-19	.	-2.1	-0.7	.	7	5	1.0	-1	4	0.2
CCOC(=O)C1=CN(CC)S(=O)(=O)NC1c1ccc(F)c(Cl)c1 (centres undefined)	-9	104	-0.2	-1.2	-12	2	.	2.4	-2	6	-0.2
COc1ccccc1-c1nc2ccccc2nc1-c1ccccc1	-10	113	0.0	3.8	14	4	-19	6.2	-2	-28	2.9
CC(C)N1CCC(N2CCN(Cc3cc4c(cc3Cl)OCO4)CC2CCO)CC1 (centres undefined)	-11	110	0.2	-1.7	3	2	13	4.3	4	8	2.0
COc1ccc(NC(=O)C2CCCN(c3cnccn3)C2)cc1 (centres undefined)	19	103	2.9	-1.2	-6	6	0	1.8	6	6	1.3
CC(=O)N1CCN(c2ccc(NC(=O)c3ccc([N+](=O)[O-])o3)cc2Cl)CC1	8	97	5.1	3.8	-1	-3	-35	5.8	-1	-31	14*
Cn1c(=O)c2c(nc(N3CCN(c4ccccc4)CC3)n2CCCc2ccccc2)n(C)c1=O	8	103	3.3	-2.0	-25	-6	214	4.3	-3	12	5.8
O=C(COc1ccc(Cl)cc1Cl)Nc1ccccc1NS(=O)(=O)c1cccs1	-20	92	-1.1	-2.2	1	8	-10	2.5	-4	11	0.6
COc1ccc(C(=O)NC(C(=O)N2CCN(c3ccccc3O)CC2)C(C)C)cc1 (centres undefined)	-12	101	-1.8	0.4	-102	1	15	1.2	-3	-3	0.1
CCOC(=O)c1c(-c2cccc([N+](=O)[O-])c2)csc1NC(=O)C1CCCCC1	-2	98	2.0	1.7	14	-3	-8	0.8	-3	-10	2.9
CCC(CC)NC(=O)c1cccc(NC(=O)C(C)C)c1	3	103	0.4	1.5	0	-1	-5	3.6	-6	-11	0.9
Cc1ccc(NC(=O)/C=C/c2ccc([N+](=O)[O-])s2)c(C)c1	-28	.	-1.3	9.6	-2	2	2	3.5	-1	-50	-0.5
O=C(Cn1c(=O)oc2cc(S(=O)(=O)N3CCCC3)ccc21)Nc1cccc(C(F)(F)F)c1	-18	106	0.7	-1.8	-4	7	14	3.1	-7	10	4.0
COc1cc(CNC(C)C)c(Br)cc1OC1CCCC1	-1	95	0.7	1.2	-3	3	579	1.9	7	-6	3.6
C[C@H](CO)N1C[C@H](C)[C@@H](CN(C)C(=O)NC2CCCCC2)Oc2c(NC(=O)CCC(F)(F)F)cccc2C1=O	7	89	1.4	-1.5	28	-2	.	1.2	-10	7	4.5
OC(Cc1ccncc1)(c1ccccc1)c1ccccc1	-15	84	-1.7	-3.7	6	5	155	1.6	-4	21	0.2
Cc1nc2ccccc2n1CC(=O)N/N=C/c1cccnc1	.	108	-1.1	.	1	.	-9	3.7	-4	.	3.9
C=C(C)Cn1c(C)cc(C)c(S(=O)(=O)c2ccc(C)cc2)c1=O	-12	112	-0.4	2.8	30	5	8	3.1	-4	-14	0.3
O=S(=O)(c1cccc(C(F)(F)F)c1)N(CCCN1CCOCC1)Cc1cccs1	12&8	100	-3.2&1.0	-1.5&-1.1	-12&-5	-2&-3	-5&21	-0.5&1.8	-1&2	9&6	0.2&3.4
O=C(Oc1cccc(-c2cnc3ccccc3n2)c1)c1ccco1	-15	111	-3.7	-0.3	.	7	-2	3.1	-16	2	2.1
CCN1CCN(C(=O)c2ccc3c(c2)N(Cc2ccccc2)C(=O)c2ccccc2S3(=O)=O)CC1	-30	106	2.9	-1.3	4	10	4	1.3	-7	8	1.1
O=C(NN1CCOCC1)c1cn(-c2ccccc2)nc1-c1cccs1	-6	101	-2.1	-3.3	-19	2	6	2.6	5	16	0.8
CCC(c1nnnn1C1CCCC1)N1CCN(c2cccc(OC)c2)CC1 (centres undefined)	.	101	0.6	.	-4	.	747*	2.1	.	.	2.2
N#Cc1ccccc1CSCCNC(=O)Cc1c(F)cccc1Cl	-4	101	-2.8	0.6	-12	5	162	3.1	1	-3	1.1
Cc1c(CC(Cl)(Cl)Cl)c2c(n1O)CC(C)(C)CC2=O	-5	100	-1.0	1.5	-11	1	5	5.6	12	-8	4.7
Cc1ccc2c(c1)c1c3n2CC(=C2C(=O)OC(C)(C)OC2=O)NC3CCC1 (centres undefined)	-17	95	-1.2	3.5	-16	7	-3	2.2	-8	-22	-1.2
O=C(COC(=O)Cc1cccs1)Nc1ccccc1F	-4	98	-1.0	-0.7	-9	2	12	1.6	2	3	1.4
CN(C)c1ccc(/C=N/NC(=O)CNC(=O)c2ccco2)cc1	13	107	0.7	-1.1	-11	-1	99	1.9	5	5	-0.2
CC(C)(C)C(=O)Nc1ccccc1C(=O)Nc1ccncc1	4	95	1.2	0.1	-7	0	-1	2.7	-4	-1	0.7
O=C(Nc1cc(Cl)cc(Cl)c1)C1CC(=O)N(C2CCCC2)C1 (centres undefined)	-18	100	-0.1	4.2	1	0	-4	0.0	-4	-26	0.2
CC(C)CC1CCCCC1OC(=O)CN1CCCCC1 (centres undefined)	-4	97	-0.9	-1.1	-12	1	1	0.5	8	6	-0.7
Cc1ccc(NC(=O)Nc2nnc(Cc3ccc(F)cc3)s2)cc1	-9	104	.	0.7	-3	2	6	1.7	-8	-3	.
COc1ccc(S(=O)(=O)N(C)c2ccc(OCC(=O)Nc3cc(C)on3)cc2)cc1	-10	101	0.1	-0.3	16	-4	3	2.8	-2	2	-0.9
Cc1ccccc1CN(C)CC(=O)NC(C)CCc1ccccc1 (centres undefined)	-3	116	-1.3	2.2	-14	1	6	0.0	-9	-11	-0.3
COCCCNC(=S)NCCCNc1nc2cc(C)cc(C)c2cc1C#N	-15	97	0.8	-1.0	-15	6	-11	2.3	1	5	2.7
C=CCOc1c(CNc2nccs2)cccc1OCC	-17	113	-4.1	0.3	-28	0	2	0.3	-5	-1	-3.8
CN(C)c1cccc(O)c1	-23	105	-0.9	0.0	0	6	-9	1.5	7	0	1.9
Cn1c(=O)[nH]c(NC2CCCCC2)c(N=O)c1=O	-12	122	-0.5	0.1	-11	3	279	1.1	14	-1	1.6
CCOC(=O)c1[nH]c2ccc(Cl)cc2c1-c1ccccc1	0	.	-2.1	1.1	.	-1	15	0.8	-14	-6	-0.2

A draw from above in order of heavy-atom count, highest first:
SMILES	HTR5A inv ctr	DSG3 Ab inh	Ecoli viability	OPRM1-OPRD1 ag	PfHsp90 set2	HTR5A ag	Mot1-301 SUMO	phage Ecoli inh	PKA-R1A act	OPRM1-OPRD1 inv	AddAB inh
CCN1CCN(C(=O)c2ccc3c(c2)N(Cc2ccccc2)C(=O)c2ccccc2S3(=O)=O)CC1	-30	106	2.9	-1.3	4	10	4	1.3	-7	8	1.1
CCC(c1nnnn1C1CCCC1)N1CCN(c2cccc(OC)c2)CC1 (centres undefined)	.	101	0.6	.	-4	.	747*	2.1	.	.	2.2
Cc1ccccc1CN(C)CC(=O)NC(C)CCc1ccccc1 (centres undefined)	-3	116	-1.3	2.2	-14	1	6	0.0	-9	-11	-0.3

(list continues)
SMILES	HTR5A inv ctr	DSG3 Ab inh	Ecoli viability	OPRM1-OPRD1 ag	PfHsp90 set2	HTR5A ag	Mot1-301 SUMO	phage Ecoli inh	PKA-R1A act	OPRM1-OPRD1 inv	AddAB inh
Cc1nc(/C=C/c2ccccc2)cc(/C=C/c2ccccc2)n1	4	101	-1.0	1.3	-6	-2	0	1.4	2	-7	2.4
COc1ccc(-c2cc(C(=O)OCC(=O)Nc3cc(C)on3)c3ccccc3n2)cc1OC	5	107	2.4	-0.7	-32	-2	-11	1.9	-3	3	-1.9
CCOc1ccc(CCNC(=O)COC(=O)C2CC2)cc1OCC	-3	102	1.0	0.1	-13	1	-9	1.8	-3	0	0.3
O=S(=O)(NCc1cn2ccsc2n1)c1cccs1	8	107	1.7	-2.2	-14	-3	-8	2.8	-2	12	2.2
CCn1c(C(=O)O)c(CC(=O)NC2CCCCCC2)c2ccccc21	1	85	1.6	0.4	16	-1	-8	2.3	-1	-2	5.0
N#Cc1ccccc1NC(=O)c1ccc2c(c1)OCCO2	-7	104	-1.2	0.0	-7	3	-3	0.8	0	0	3.2
COc1ccc2c(c1)CCc1sc(NC(=O)c3ccco3)nc1-2	-6	95	0.0	4.2	3	2	-11	.	-4	-21	2.6
COC(=O)c1ccc(N2C(=O)c3ccc(OC)c(OC)c3C2=O)cc1	6	107	2.3	-2.7	4	-3	.	2.1	-1	13	0.7
Cn1nc2c(c1C(=O)N1CCCC(C(=O)c3cc(F)ccc3F)C1)CCCC2 (centres undefined)	9	98	-1.6	-2.9	0	-3	-6	4.2	-14	15	4.7
CCOc1ccc(N2CSC3=C(C#N)C(c4ccco4)CC(=O)N3C2)cc1 (centres undefined)	-11	100	-0.4	-0.1	10	2	1	1.9	3	1	1.3
CCCn1c(COc2ccccc2OC)nc2ccccc21	-6	108	3.0	-2.2	-15	2	18	1.6	3	11	0.8
CCN1C(=O)C(=O)N(CC(=O)c2[nH]c(C)c(C(C)=O)c2C)C1=O	11	103	-1.2	-3.2	.	-5	1	1.9	-4	16	1.2
O=c1[nH]c(/C=C\c2cccc(C(F)(F)F)c2)nc(O)c1[N+](=O)[O-]	-43	97	.	-3.6	-1	-3	.	0.8	-10	18	.
